Sm TGR block: qHTS Assay for the Inhibitors of Schistosoma Mansoni Peroxiredoxins | Schistosoma mansoni thioredoxin glutathione reductase (TGR), Q962Y6 | Potency, µM (series often up to 114 µM), for the others: top-dose activity change, negative = inhibition, hits mostly inhibitors | AID 485364, 2010 | purified TGR, DTNB reduction, TNB absorbance 405 nm | actives 3% (n = 360,000); further: nearly all actives have a fitted effect of over 60% in size
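TGR 20 nM + NADPH 100 uM (dispensed conc.), cpd preinc 15 min RT; start with NADPH (500 uM addition) then DTNB (15 mM addition). Kinetic TNB absorbance, 405 nm filter. Four-parameter Hill fit across titration.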
Tb PYK inh: qHTS of Trypanosoma Brucei Inhibitors | pyruvate kinase (Trypanosoma brucei), Q57TT1 | TbPYK enzyme, Kinase-Glo Plus ATP luminescence, 45 min | Potency, µM (highest dose often 76.8 µM), without a hit: at the highest dose activity, negative = inhibition, most hits filed as inhibitors | actives 0.12% (n = 410,000) | AID 624173, 2012; further: nearly all actives have a fitted effect of over 50% in size
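In this concentration-response screen, enzyme-free wells defined baseline while DMSO plates tracked drift. Each reaction combined TbPYK, substrate, compound and 130 uM ADP for 45 min at room temperature. Kinase-Glo Plus luminescence gave the signal.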
Numbers without * were called inactive; ? = inconclusive; [ ] = remark or other dose. The call rests on the fitted dose curve; in most records, active means well fitted curve in the direction sought with a large enough effect; inconclusive means small, poorly fitted or top-dose-only effect, or another doubt; inactive means no such curve, though single readings can be large; an effect the other way counts as inactive or inconclusive. On the % scale 0 is the no-effect control and ±100 the full control effect; potency means the concentration at half of the fitted maximal effect.

Results follow in this order: Sm TGR block | Tb PYK inh
CC(Oc1ccc(F)cc1)C(=O)NCC1(N(C)C)CCCCC1 (stereo unspecified)
  -8% | -7%
CC(C)c1ccc2c(c1)NC(c1ccncc1)=NC(c1cccs1)=N2
  3% | 4%
COc1ccc(N2CC(NC(=O)c3ccc(OC(C)C)cc3)CC2=O)cc1 (stereo unspecified)
  12% | -3%
CCC1CN(C(=O)N2CCC(C(=O)N3CCN(c4ccccc4)CC3)CC2)c2ccccc2O1 (stereo unspecified)
  -3% | 7%
CCc1cccc(NC(=O)COc2cc(=O)n(CC)c3ccccc23)c1
  -7% | -4%
COc1ccc(Cl)cc1NC(=O)CSc1nc(-c2ccco2)cc(C(F)(F)F)n1
  1% | 1%
CCOc1ccccc1NS(=O)(=O)c1ccc(N2CCCCS2(=O)=O)cc1
  -4% | -1%
COc1cccc(-n2c(=O)c3c(C)c(C(=O)N(C)C)sc3n(Cc3ccc(F)cc3Cl)c2=O)c1
  2% | -2%
CCS(=O)(=O)N1CCc2cc(C(=O)N3CCN(c4ccc(OC)cc4)CC3)ccc21
  -4% | -4%
Cc1cccc(C(c2sc3nc(-c4ccco4)nn3c2O)N2CCN(c3ccccc3F)CC2)c1 (stereo unspecified)
  -1% | 3%
Cc1cc(NC(=O)c2cc(-c3cccc(Cl)c3)on2)nn1Cc1ccc(Cl)cc1
  1% | -2%
COc1ccc(CNCc2c(C(=O)O)c(C)n(Cc3ccccc3C)c2C)cc1OC
  -3% | 1%
CCn1nc(C)c2c(-c3ccccc3)cc(=O)n(C(C)C(=O)Nc3cccc(F)c3)c21 (stereo unspecified)
  5% | -1%
CCOc1ccc(NC(=O)c2c(NC(=O)c3cccc(C)c3)sc3c2CCC3)cc1
  -18% | 2%
COc1cc(NC(=O)N2CCN(c3cc(-c4noc(C)n4)ccc3C)CC2)cc(OC)c1OC
  0% | -6%
CCc1c(-c2ccccc2)nc2ccccc2c1C(=O)NCCc1ccccc1
  5% | 0%
COc1ccccc1CNC(=O)c1cc2cccc3c2n1CC(C)S3 (stereo unspecified)
  -1% | -16%[15.4 µM]
O=C(Cn1c(=O)n(Cc2ccc(C(=O)NCc3ccc4c(c3)OCO4)cc2)c(=O)c2ccccc21)Nc1ccccc1F
  5% | 6%
Cc1ccsc1CN(C(=O)c1ccc(OCC(C)C)cc1)C1CCS(=O)(=O)C1 (stereo unspecified)
  1% | 2%
O=C(Cn1ncc2c3ccccc3n(Cc3cccc(Cl)c3)c2c1=O)NCCC1=CCCCC1
  2% | 3%
COc1cccc(-n2ccn(CC(=O)NCc3ccc(C)cc3)c(=O)c2=O)c1
  4% | 5%
COc1ccccc1N1CCN(C(CNC(=O)C(=O)NCCCN(C)C)c2cccnc2)CC1 (stereo unspecified)
  -1% | 1%
O=C(Cn1cc(S(=O)(=O)Cc2ccccc2F)c2ccccc21)NCc1ccccc1Cl
  -1% | 3%[15.4 µM]
CCOc1ccc(S(=O)(=O)NCc2nc3cccnc3n2Cc2ccccc2OC)cc1
  2% | 6%
COc1ccc(CCNc2nccn(-c3ccc(C)c(C)c3)c2=O)cc1OC
  1% | -2%
COC(=O)c1ccccc1NC(=O)c1noc2c1CSc1ccccc1-2
  3.5µM* | -3%
CC(=O)c1cccc(NC(=O)CSc2nnc3ccc(-c4ccc(F)cc4)nn23)c1
  4% | -8%
COC(=O)c1c(C)oc2ccc(N(C(=O)c3ccncc3)S(=O)(=O)c3ccc(Br)cc3)cc12
  -5% | 0%
O=C(Cn1cc(S(=O)(=O)N2CCN(c3ccccc3F)CC2)c2ccccc2c1=O)Nc1ccc(F)cc1Cl
  -1% | 1%
NC(=O)C1CCN(C(=O)c2ccccc2NC(=O)c2nsc3ccccc23)CC1
  5% | -20%[15.4 µM]
COc1ccc(CCNC(=O)c2cc(Sc3cccc(Cl)c3)nc3ccccc23)cc1OC
  2% | 2%
CC(=O)N1CCCc2cc(S(=O)(=O)N3CCC(C(=O)NC4CCCCC4)CC3)ccc21
  5% | 0%
COc1ccccc1OCCn1cc(C(=O)c2cccs2)c2ccccc21
  3% | -1%
CCC(=O)N1CCc2cc(Br)cc(S(=O)(=O)CCC(=O)N3CCN(c4ccc(F)cc4)CC3)c21
  -26% | -2%
Cc1cccc(CSc2ncc(Cl)c(C(=O)Nc3sc4c(c3C(N)=O)CCCC4)n2)c1
  3% | 1%
Cc1nn(C)c2c1c(-c1ccccc1)cc(=O)n2Cc1ccc(F)cc1Cl
  -5% | -2%
COc1cc2[nH]c(=O)n(CCCCCC(=O)N3CCN(c4ccc(Cl)cc4)CC3)c(=O)c2cc1OC
  -3% | 4%
COc1ccc(Cl)cc1NC(=O)c1sc2nc3c(cc2c1N)CN(C)CC3
  0% | -5%
COc1ccc(Cn2c(=O)n(Cc3ccco3)c(=O)c3oc4ccccc4c32)cc1
  -7% | -2%
Cc1c(Cl)cccc1NC(=O)Cn1c(=O)cc(C)c2c(C)nn(-c3cccc(F)c3)c21
  2% | 4%
Cc1ccccc1CCNC(=O)c1ccc2c(c1)nc1n2CCCCC1
  5% | 7%
CCc1nn(CC(=O)NCc2ccccc2Cl)c(=O)c2cc3ccccc3n12
  7% | 0%
COc1cc(C2c3c(oc4ccccc4c3=O)C(=O)N2c2nc(C)c(C)s2)ccc1O (stereo unspecified)
  -27% | 0%
CCOc1ccc(NC(=O)C2CCN(S(=O)(=O)c3c(C)noc3/C=C/c3c(C)cc(C)cc3C)CC2)cc1
  1% | 6%
Cc1ccc(NC(=O)Cn2c(=O)n(CCc3ccccc3)c(=O)c3sc4ccccc4c32)cc1C
  1% | -17%
COc1ccc2c(c1)c1c(c(=O)n(-c3cccc(C)c3)c(=O)n1CC(=O)NCCC1=CCCCC1)n2C
  5% | -7%
COc1ccc(-c2cc3nccc(-c4cc(Cl)c(C)cc4O)n3n2)cc1
  -6% | -4%
Cc1cn2c(=O)cc(COc3cccc(NC(=O)c4ccccc4C)c3)nc2s1
  1% | -3%
O=C(Nc1ccc(NC(=O)c2cccs2)cc1)c1cccc(Br)c1
  1% | -2%
O=S(=O)(Nc1ccc(F)cc1F)c1ccc(Br)s1
  -6% | -3%
COc1ccccc1CNC(=O)CC(c1ccc(F)cc1)N1Cc2ccccc2C1=O (stereo unspecified)
  8% | -1%
CCOC(=O)c1scc(-c2ccccc2)c1S(=O)(=O)Nc1cc(Cl)c(OC)cc1OC
  -6% | ?
Cc1c(C2=CCN(S(=O)(=O)c3ccc(CC(C)C)cc3)CC2)c2ccccc2n1CC(=O)N1CCCC1
  ? | -2%
COc1ccccc1CNC(=O)Cn1c(=O)ccc2cc(S(=O)(=O)N3CCCC3)ccc21
  2% | -4%
Cc1cc(-c2nc3ncccc3o2)ccc1NC(=O)c1ccccc1Br
  -4% | -1%
O=C(Nc1ccccc1C(F)(F)F)N1CCC2(CC1)Oc1ccccc1C(=O)N2Cc1ccccc1F
  -1% | 2%
O=C1CN(C(=O)Cc2ccc(F)cc2)C(c2ccccc2)c2cc(Cl)ccc2N1 (stereo unspecified)
  -2% | ?
COc1ccccc1-c1c(C(F)(F)F)oc2c(CN3CCCCC3C)c(O)ccc2c1=O (stereo unspecified)
  -2% | -2%
O=C(Nc1ccc(Oc2ccccc2)cc1)C1CCN(S(=O)(=O)c2ccc(Cl)cc2)CC1
  -7% | -11%
COc1cccc(CNC(=O)c2ccc3nc(-c4ccccc4)c(-c4ccccc4)nc3c2)c1OC
  6% | -6%

Following part.
Results follow in this order: Sm TGR block | Tb PYK inh
CCN(CC)C(=O)c1c(NC(=O)c2cccc(C)c2)sc2c1CCC(C)C2 (stereo unspecified)
  -5% | 0%
CCOC(=O)c1[nH]c(C)c(CCC(=O)NCc2ccc(OCC)cc2)c1C
  2% | -5%
COc1ccc(-c2noc(CC(=O)Nc3cc(OC)ccc3OC)n2)cc1
  -4% | 0%
COc1ccc(Cl)cc1NC(=O)CN1C(=O)C(C)(C)c2cc(S(=O)(=O)N3CCCCC3)ccc21
  1% | -4%
Cc1cccc2c(=O)cc(CSc3ccccc3NC(=O)C(C)(C)C)[nH]c12
  1% | -3%
CCOC(=O)c1c(Nc2cc(C)cc(C)c2)nnc(-c2ccccc2)c1-c1ccccc1
  8% | -4%
CC(C)c1nn2c(=O)cc(COC(=O)CNC(=O)c3ccccc3Cl)nc2s1
  -3% | -5%
Cc1ccc(NC(=O)CSc2nc3nccnc3c(=O)n2CCc2c[nH]c3ccccc23)c(C)c1
  1% | 3%
CC(C)N(C)C1CCN(S(=O)(=O)c2ccc3[nH]c(=O)ccc3c2)CC1
  50µM* | -5%
O=c1[nH]c(SCc2ccc(F)cc2)nc2c1CCCC2
  4% | -4%
Cc1c(C(=O)N(C)Cc2ccccc2)sc2nc(-c3ccc(F)cc3)cn12
  23% | 0%
Cc1ccc2[nH]c(CSc3nnc(NC(=O)COc4ccccc4C)s3)cc(=O)c2c1
  -1% | -2%
O=C(NCC12CC3CC(CC(C3)C1)C2)c1cc2nc(-c3ccccc3)cc(C(F)(F)F)n2n1
  2% | -5%
COc1ccc(NC(=O)Nc2cccc(OCc3cc(=O)n4cccc(C)c4n3)c2)c(OC)c1
  1% | 4%
O=C(CC1N=C2c3ccccc3N=C(SCc3ccccc3Cl)N2C1=O)NC1CCCCC1 (stereo unspecified)
  4% | 2%
Cc1onc(-c2ccc(Br)cc2)c1C(=O)Nc1ccc(Br)cc1F
  -9% | 0%
Cc1ccccc1Cn1cc(S(=O)(=O)c2ccc(F)cc2)c(=O)c2cc3c(cc21)OCO3
  4% | 1%
O=C(Cn1ccn(-c2ccc(F)c(F)c2)c(=O)c1=O)NCc1ccccc1
  2% | -2%
Cc1nnc(N2CCC(C(=O)NCc3cccc(Cl)c3)CC2)c2nn(-c3ccccc3)c(C)c12
  0% | 4%
COc1cc(N2C(=O)CSC23C(=O)N(C)c2ccccc23)cc(OC)c1OC (stereo unspecified)
  3% | 1%
CCOC(=O)c1cccc(NC(=O)Cn2c(=O)nc(-c3ccccc3F)c3cc(Cl)ccc32)c1
  0% | -10%
O=S(=O)(NCCc1nnc2ccc(SCc3ccc(C(F)(F)F)cc3)nn12)c1ccccc1
  -3% | -1%
CC1CCC(NC(=O)c2cc3c(Cl)nc4ccccc4c3s2)CC1 (stereo unspecified)
  -8% | 2%
CC(C)(C)C1CCc2c(sc(NC(=O)c3cccc(Cl)c3)c2C(N)=O)C1 (stereo unspecified)
  0% | -1%
COc1cc(OC)c(NC(=O)CCS(=O)(=O)c2ccc3c(c2)oc(=O)n3C)cc1Cl
  -5% | 14%
CCN(C(=O)Cn1nc(Cc2ccncc2)c2ccccc2c1=O)c1cccc(C(F)(F)F)c1
  3% | 1%
COC(=O)c1scc(-c2ccc(C)cc2)c1S(=O)(=O)Nc1cc(OC)c(OC)c(OC)c1
  1% | 0%
CCOc1ccccc1C(=O)Nc1cccc(-c2nc3ccccc3s2)c1
  -4% | -14%
Cc1cccc(N2CCN(c3ncnc4onc(-c5ccc(F)cc5)c34)CC2C)c1 (stereo unspecified)
  -2% | 3%
COCCOC(=O)Cn1nnc2sc(-c3ccccc3)cc2c1=O
  -5% | 1%

Exported as a markdown table: part of the list above
| structure | Sm TGR block | Tb PYK inh |
| --- | --- | --- |
| CC(Oc1ccc(F)cc1)C(=O)NCC1(N(C)C)CCCCC1 (stereo unspecified) | -8% | -7% |
| CC(C)c1ccc2c(c1)NC(c1ccncc1)=NC(c1cccs1)=N2 | 3% | 4% |
| COc1ccc(N2CC(NC(=O)c3ccc(OC(C)C)cc3)CC2=O)cc1 (stereo unspecified) | 12% | -3% |
| CCC1CN(C(=O)N2CCC(C(=O)N3CCN(c4ccccc4)CC3)CC2)c2ccccc2O1 (stereo unspecified) | -3% | 7% |
| CCc1cccc(NC(=O)COc2cc(=O)n(CC)c3ccccc23)c1 | -7% | -4% |
| COc1ccc(Cl)cc1NC(=O)CSc1nc(-c2ccco2)cc(C(F)(F)F)n1 | 1% | 1% |
| CCOc1ccccc1NS(=O)(=O)c1ccc(N2CCCCS2(=O)=O)cc1 | -4% | -1% |
| COc1cccc(-n2c(=O)c3c(C)c(C(=O)N(C)C)sc3n(Cc3ccc(F)cc3Cl)c2=O)c1 | 2% | -2% |
| CCS(=O)(=O)N1CCc2cc(C(=O)N3CCN(c4ccc(OC)cc4)CC3)ccc21 | -4% | -4% |
| Cc1cccc(C(c2sc3nc(-c4ccco4)nn3c2O)N2CCN(c3ccccc3F)CC2)c1 (stereo unspecified) | -1% | 3% |
| Cc1cc(NC(=O)c2cc(-c3cccc(Cl)c3)on2)nn1Cc1ccc(Cl)cc1 | 1% | -2% |
| COc1ccc(CNCc2c(C(=O)O)c(C)n(Cc3ccccc3C)c2C)cc1OC | -3% | 1% |

Bioassay records as filed in PubChem.

The list is partial (hit frequency here may not be typical).
